# Screening results (PubChem BioAssay)
# EZH2 inh = EZH2/PRC2 methyltransferase inhibitors, primary screen, biochemical, DELFIA time-resolved fluorescence, single point; 0.35% of 57,000 active; inhibition, % at 12.5 µM; PRC2 H3K27 methylation, DELFIA TRF, 1 h; Histone-lysine N-methyltransferase EZH2 (Homo sapiens), Q15910;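 active = mean inhibition of replicates at least 50% and every single replicate also reaching 50%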;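 also: dimethyl H3K27 on biotinylated H3 21-44 peptide detected by antibody; plate controls were median neutral control wells for no effect and median positive control wells for full effect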
# IDH1 mut inh = inhibitors of IDH1 R132H reductase, primary screen, biochemical, plate reader, single point; diaphorase/resazurin fluorescence, 60 min; inhibition, % at 10 µM; 0.18% of 70,000 active; AID 624101, 2012; in the data active = inhibition above about 34%;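 also: 0% = DMSO and 100% = no enzyme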
# Target sequence (O75874 whole entry R132H): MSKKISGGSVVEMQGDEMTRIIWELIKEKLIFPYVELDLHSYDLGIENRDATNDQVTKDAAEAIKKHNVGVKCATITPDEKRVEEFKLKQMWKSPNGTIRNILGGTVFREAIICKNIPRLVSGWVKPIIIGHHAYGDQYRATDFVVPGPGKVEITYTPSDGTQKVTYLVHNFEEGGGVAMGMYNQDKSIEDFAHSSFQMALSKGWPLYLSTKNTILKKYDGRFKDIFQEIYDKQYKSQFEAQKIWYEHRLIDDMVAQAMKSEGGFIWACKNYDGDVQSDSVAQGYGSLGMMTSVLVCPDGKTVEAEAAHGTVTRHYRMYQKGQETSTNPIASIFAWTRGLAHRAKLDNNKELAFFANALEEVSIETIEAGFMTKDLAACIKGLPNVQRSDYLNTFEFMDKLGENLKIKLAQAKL
# The depositor's hits bear a star; . = not tested or not shown. These rows are one share of the data; count on the stated rates, not on these rows.
# Value order – EZH2 inh | IDH1 mut inh
> CCCC#Cc1cnc2c(c1)C(=O)N([C@@H](C)CO)C[C@H](C)[C@@H](CN(C)C(=O)Nc1cc(F)ccc1F)O2
  -4.7 | -1.7
> CO[C@@H]1CN(C)C(=O)c2cc(NC(=O)Nc3cccc(Cl)c3)ccc2OC[C@H](C)N(C(=O)Nc2c(C)noc2C)C[C@H]1C
  -0.7 | 0.3
> CC(=O)N1Cc2ccccc2C[C@@]2(N=C(c3ccc(OCCCO)cc3)O[C@H]2c2ccccc2)C1=O
  6.9 | .
> C/C=C/c1ccc2c(c1)O[C@@H](CN(C)C(=O)Nc1ccc(OC)cc1)[C@H](C)CN([C@H](C)CO)S2(=O)=O
  -14.0 | -0.3
> Cc1ccc(C)c(NC(=O)CSc2nc(-c3ccccc3)cc(C(F)(F)F)n2)c1
  7.4 | -0.2
> C[C@H](CO)N1C[C@H](C)[C@H](CN(C)C(=O)CCC(F)(F)F)OCCCC[C@H](C)Oc2ccc(NC(=O)Nc3ccccc3)cc2C1=O
  . | -2.0
> CCC(=O)N[C@@H]1C=C[C@@H](CC(=O)OC)O[C@H]1CO
  -1.6 | 0.2
> C[C@@H]1CCCCO[C@@H](CN(C)S(=O)(=O)c2cn(C)cn2)[C@@H](C)CN([C@H](C)CO)C(=O)c2cc(NS(=O)(=O)c3cccs3)ccc2O1
  . | -2.5
> Cc1ccc(S(=O)(=O)Nc2ccc3c(c2)CC(=O)N([C@@H](C)CO)C[C@@H](C)[C@H](CN(C)S(=O)(=O)c2c(C)noc2C)O3)cc1
  . | 0.0
> COCC(=O)N(C)C[C@@H]1Oc2ncc(-c3ccc(F)cc3)cc2C(=O)N([C@@H](C)CO)C[C@H]1C
  -6.9 | -4.4
> CCCN(C)C[C@@H]1OCCCC[C@@H](C)Oc2ccc(NS(C)(=O)=O)cc2C(=O)N([C@H](C)CO)C[C@@H]1C
  -3.4 | 2.8
> CCCOc1ccc(Br)cc1-c1cc(-c2ccc(Cl)cc2)[nH]c1-c1ccncc1
  . | 0.1
> C[C@H]1CN([C@@H](C)CO)C(=O)c2cccc(NC(=O)C3CCOCC3)c2O[C@@H]1CN(C)C(=O)Nc1ccc(F)cc1
  6.0 | 1.0
> Cc1noc(C)c1S(=O)(=O)Nc1ccc2c(c1)C(=O)N([C@H](C)CO)C[C@H](C)[C@H](CN(C)CC1CC1)OCCCC[C@H](C)O2
  . | 2.1
> COCCNC(=O)C[C@@H]1C=C[C@H](NC(=O)NC2CCCC2)[C@@H](CO)O1
  6.1 | -0.1
> Cc1noc(C)c1NC(=O)Nc1ccc2c(c1)C(=O)N([C@@H](C)CO)C[C@@H](C)[C@@H](CN(C)C(=O)CCCN(C)C)OCCCC[C@H](C)O2
  . | -2.0
> CCOc1ccccc1N1C(=O)CN=C1Nc1nc(C)cc(C)n1
  -15.9 | 1.6
> COc1ccc(NC(=O)Nc2ccc3c(c2)CC(=O)N([C@H](C)CO)C[C@H](C)[C@@H](CN(C)Cc2ccncc2)O3)cc1
  . | 6.6
> O=C(C[C@H]1C[C@H]2c3cc(NC(=O)Nc4ccc(C(F)(F)F)cc4)ccc3O[C@H]2[C@H](CO)O1)NCc1ccccn1
  -6.4 | 2.6
> CCC(=O)N1C[C@H](C)[C@H](OC)CN(C)C(=O)c2ccc(NC(=O)c3ccc(F)cc3)cc2OC[C@@H]1C
  3.4 | -0.2
> C[C@@H]1CN([C@@H](C)CO)C(=O)Cc2cc(NC(=O)C3CCCCC3)ccc2O[C@H]1CN(C)C(=O)Nc1cccc2ccccc12
  . | -0.4
> C[C@@H]1CN([C@@H](C)CO)C(=O)c2cc(NS(=O)(=O)c3ccccc3)ccc2O[C@@H]1CN(C)S(C)(=O)=O
  . | 0.6
> CO[C@H]1CN(C)C(=O)c2cc(NS(C)(=O)=O)ccc2OC[C@H](C)N(S(C)(=O)=O)C[C@@H]1C
  -2.9 | -0.1
> COc1ccc(Cl)cc1NC(=S)NCCn1cc(Cl)cn1
  1.2 | 0.3
> CCC(=O)N(C)C[C@H]1Oc2cc(C#CCC3CCCC3)ccc2S(=O)(=O)N([C@H](C)CO)C[C@H]1C
  7.1 | -0.3
> C[C@@H]1CN([C@H](C)CO)C(=O)c2cc(NC(=O)Nc3ccc(C(F)(F)F)cc3)ccc2O[C@H]1CN(C)S(C)(=O)=O
  -0.4 | 2.9
> O=C(COc1ccc2c(=O)c(-c3ccccc3)coc2c1)Nc1ccc(F)cc1
  8.8 | 0.4
> COc1ccc(C(C)NC(=O)c2cc(-c3ccccn3)nc3ccc(Br)cc23)cc1OC (stereo unspecified)
  -6.8 | -0.3
> Cc1cc(C)c(NC(=O)CN(c2ccc(Cl)cc2C)S(C)(=O)=O)c(C)c1
  -10.6 | 0.4
> C[C@@H]1CN([C@@H](C)CO)C(=O)Cc2cc(NS(=O)(=O)c3cccs3)ccc2O[C@@H]1CN(C)C
  1.9 | -0.3
> C[C@@H]1CN([C@@H](C)CO)C(=O)Cc2cc(NS(C)(=O)=O)ccc2O[C@@H]1CN(C)C(=O)Nc1ccccc1
  . | 2.3
> COc1cc(O)c2c(c1)O[C@H](c1ccc(O)c(O)c1)[C@@H](O)C2=O
  11.4 | -0.7
> CO[C@H]1CN(C)C(=O)c2cc(NS(C)(=O)=O)ccc2OC[C@@H](C)N(Cc2ccccn2)C[C@H]1C
  6.4 | 0.0
> O=C(CCN1CCCCC1)NCC[C@@H]1CC[C@@H](NS(=O)(=O)c2cccc(Cl)c2)[C@@H](CO)O1
  -2.0 | 0.0
> CC(C)NC(=O)Nc1ccc2c(c1)C(=O)N([C@H](C)CO)C[C@@H](C)[C@H](CN(C)Cc1ccc(C(=O)O)cc1)OCCCC[C@H](C)O2
  . | 0.9
> COc1ccccc1NC(=O)CSc1ncnc2sc(-c3ccccc3)cc12
  -9.3 | 0.0
> COc1ccc(S(=O)(=O)Nc2ccc3c(c2)CC(=O)N([C@@H](C)CO)C[C@H](C)[C@@H](CN(C)C(=O)Nc2ccc(C(F)(F)F)cc2)O3)cc1
  . | -4.5
> COc1ccc(C#Cc2cnc3c(c2)C(=O)N([C@H](C)CO)C[C@H](C)[C@@H](CN(C)C(=O)Nc2cccc(OC)c2)O3)cc1
  -35.0 | 0.2
> C[C@H](CO)N1C[C@H](C)[C@H](CN(C)Cc2ccc(C(=O)O)cc2)Oc2ccc(NC(=O)Nc3ccccc3)cc2CC1=O
  9.0 | 0.1
> C[C@H](CO)N1C[C@H](C)[C@H](CN(C)Cc2ccc(O)cc2)OCc2ccccc2-c2ccccc2C1=O
  -44.8 | -0.9
> Nc1nnc(SCC(=O)Nc2cccc(Cl)c2Cl)s1
  -9.3 | 0.4
> COCC#Cc1ccc2c(c1)O[C@H](CN(C)Cc1cncnc1)[C@H](C)CN([C@H](C)CO)S2(=O)=O
  -14.0 | 3.3
> C[C@H]1CN([C@@H](C)CO)S(=O)(=O)c2ccc(-c3cccc(C#N)c3)cc2O[C@H]1CN(C)CC1CC1
  11.3 | -0.2
> C[C@@H]1CN([C@@H](C)CO)C(=O)c2cc(NC(=O)C3CCCCC3)ccc2O[C@@H](C)CCCCO[C@H]1CN(C)C(=O)c1ccccc1
  . | 0.1
> O=C(NCCN1CCCCC1)c1ccc(I)cc1
  -16.7 | -1.4
> CCCNC(=O)N(C)C[C@@H]1Oc2ncc(-c3ccc(C(=O)N(C)C)cc3)cc2C(=O)N([C@@H](C)CO)C[C@H]1C
  . | 0.0
> C[C@H]1CN([C@@H](C)CO)C(=O)c2cc(N(C)C)ccc2O[C@H]1CN(C)Cc1ccc(C(=O)O)cc1
  5.1 | .
> CNC[C@H]1Oc2cc(-c3ccccc3OC)ccc2S(=O)(=O)N([C@H](C)CO)C[C@@H]1C
  0.2 | -0.7
> C[C@@H]1CN([C@H](C)CO)C(=O)c2cc(C#CC(C)(C)O)cnc2O[C@H]1CN(C)C(=O)C1CCOCC1
  5.0 | -0.4
> COCC#Cc1ccc2c(c1)O[C@H](CN(C)C(=O)C1CCOCC1)[C@H](C)CN([C@@H](C)CO)S2(=O)=O
  5.7 | 0.3

# (more compounds)
# Value order – EZH2 inh | IDH1 mut inh
> COc1ccc(-c2nnc(SCC(N)=O)n2C)cc1OC
  -2.5 | 0.3
> CC(C)CC#Cc1cnc2c(c1)C(=O)N([C@H](C)CO)C[C@H](C)[C@H](CN(C)C(=O)c1ccccc1)O2
  . | 0.0
> O=C(C[C@@H]1C[C@@H]2c3cc(NS(=O)(=O)c4ccc(F)cc4)ccc3O[C@@H]2[C@@H](CO)O1)NCc1ccccn1
  -1.9 | -1.4
> COc1nc(OCCNS(=O)(=O)c2ccc(C)cc2)nc(N(C)C)n1
  4.6 | -0.3
> Cc1ccc(S(=O)(=O)Nc2ccc3c(c2)C(=O)N([C@H](C)CO)C[C@@H](C)[C@H](CN(C)C(=O)Nc2cccc4ccccc24)O3)cc1
  . | 0.2
> Cc1noc(C)c1S(=O)(=O)Nc1ccc2c(c1)CC(=O)N([C@@H](C)CO)C[C@H](C)[C@H](CN(C)S(=O)(=O)c1cn(C)cn1)O2
  . | -0.1
> O=C(Cc1ccccn1)NCC[C@@H]1CC[C@@H](NC(=O)Nc2ccc(F)cc2)[C@@H](CO)O1
  -13.8 | -0.1
> CCCN1C[C@@H](C)[C@@H](OC)CN(C)C(=O)c2ccc(NC(=O)Nc3ccccc3F)cc2OC[C@@H]1C
  -15.6 | 0.4
> C[C@@H]1CN([C@H](C)CO)C(=O)c2cc(-c3ccccc3F)cnc2O[C@H]1CN(C)C(=O)c1cnccn1
  11.1 | .
> C[C@@H]1CN([C@@H](C)CO)C(=O)c2cc(-c3ccc(C#N)cc3)cnc2O[C@H]1CN(C)C(=O)Nc1ccc(C(F)(F)F)cc1
  -20.1 | 0.9
> Cn1c(SCC(=O)Nc2ccccc2Cl)nnc1-c1cccnc1
  -17.1 | -0.2
> Cc1noc(C)c1NC(=O)Nc1ccc2c(c1)C(=O)N([C@H](C)CO)C[C@@H](C)[C@H](CN(C)C(=O)Nc1ccccc1)OCCCC[C@@H](C)O2
  . | 1.0
> COc1cccc(C(=O)Nc2ccc3c(c2)OC[C@H](C)NC[C@@H](C)[C@H](OC)CN(C)C3=O)c1
  -3.1 | -0.1
> C[C@@H]1CN([C@@H](C)CO)C(=O)c2cc(C#CC3CCCCC3)cnc2O[C@@H]1CN(C)C(=O)NC1CCCC1
  -26.1 | -2.7
> C[C@H]1CN([C@@H](C)CO)C(=O)c2cccc(NS(=O)(=O)c3cn(C)cn3)c2O[C@@H]1CN(C)CC1CC1
  . | 0.3
> O=C(CSc1nnc(-c2ccncc2)n1-c1ccccc1)Nc1ccc(C(F)(F)F)cc1
  -5.5 | 1.5
> CCC(=O)N(C)C[C@H]1Oc2ncc(C#CC3(O)CCCC3)cc2C(=O)N([C@H](C)CO)C[C@H]1C
  . | 0.0
> COC(=O)C1=C(C)NC(C)=C([N+](=O)[O-])C1c1ccccc1C(F)(F)F (stereo unspecified)
  . | -0.1
> C[C@@H]1CN([C@H](C)CO)C(=O)Cc2cc(N(C)C)ccc2O[C@@H]1CN(C)C(=O)NC1CCCCC1
  12.5 | -0.3
> Cc1noc(C)c1NC(=O)NCC[C@H]1CC[C@H](NC(=O)c2ccccc2)[C@H](CO)O1
  2.1 | 0.3

# Some of the entries so far, field by field:
Cn1c(SCC(=O)Nc2ccccc2Cl)nnc1-c1cccnc1
  EZH2 inh: -17.1; IDH1 mut inh: -0.2

Cc1noc(C)c1NC(=O)Nc1ccc2c(c1)C(=O)N([C@H](C)CO)C[C@@H](C)[C@H](CN(C)C(=O)Nc1ccccc1)OCCCC[C@@H](C)O2
  EZH2 inh: .; IDH1 mut inh: 1.0

COc1cccc(C(=O)Nc2ccc3c(c2)OC[C@H](C)NC[C@@H](C)[C@H](OC)CN(C)C3=O)c1
  EZH2 inh: -3.1; IDH1 mut inh: -0.1

C[C@@H]1CN([C@@H](C)CO)C(=O)c2cc(C#CC3CCCCC3)cnc2O[C@@H]1CN(C)C(=O)NC1CCCC1
  EZH2 inh: -26.1; IDH1 mut inh: -2.7

# Next section
# Value order – EZH2 inh | IDH1 mut inh
> Cc1c(NC(=O)COc2ccc([N+](=O)[O-])cc2)cccc1-c1nc2ccccc2[nH]1
  4.9 | 0.0
> Cc1ccc(S(=O)(=O)N(C)CC(=O)Nc2cc([N+](=O)[O-])ccc2C)cc1
  11.9 | -0.3
> O=C(C[C@H]1CC[C@@H](NC(=O)Cc2cccnc2)[C@H](CO)O1)NCc1ccc2c(c1)OCO2
  0.0 | -0.4
> C=CCOC(=O)[C@@H]1[C@H]2C(=O)O[C@H](c3ccccc3)[C@H](c3ccccc3)N2[C@H](c2ccc(OCCOC(=O)[C@@H]3C[C@@H]4C(=O)N[C@@H](Cc5ccccc5)C(=O)N4[C@@H]3c3ccc(O)cc3)cc2)[C@@]12C(=O)Nc1ccccc12
  -16.2 | 0.3
> CCn1c(SCC(=O)Nc2cc(C)c(Cl)cc2OC)nnc1-c1cnccn1
  2.7 | -1.4
> C[C@H]1CN([C@@H](C)CO)C(=O)c2cc(NS(=O)(=O)c3ccccc3)ccc2O[C@@H]1CN(C)C(=O)Nc1cccc2ccccc12
  0.8 | -0.1
> C[C@@H]1CCCCO[C@@H](CN(C)S(=O)(=O)c2ccccc2)[C@H](C)CN([C@@H](C)CO)C(=O)c2cc(NS(C)(=O)=O)ccc2O1
  . | -3.9
> C[C@@H]1CN([C@H](C)CO)C(=O)CCCn2cc(nn2)CO[C@H]1CN(C)Cc1ccncc1
  11.9 | 0.8
> Cc1noc(C)c1NC(=O)N(C)C[C@H]1Oc2ncc(C#CCN(C)C)cc2C(=O)N([C@@H](C)CO)C[C@H]1C
  . | -3.0
> COc1cc(NC(=O)CCCN2C(=O)c3ccccc3C2=O)c(OC)cc1Cl
  7.5 | 0.1
